# Screening results: PubChem, National Center for Advancing Translational Sciences (NCATS)
# HP1b chromo inh: HTS for Inhibitors of HP1-beta Chromodomain Interactions with Methylated Histone Tails; AID 540317, 2011; AlphaScreen HP1-beta / biotin-H3K9me3 peptide binding; actives 0.56% (n = 390,000); Potency, µM (titrated, usually from 114 µM), for the others: at the highest dose activity change, negative = inhibition, most hits filed as inhibitors; further: potency means the concentration at half of the fitted maximal effect; nearly all actives have a fitted effect of over 70% in size; inactives centre near 23
#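 HP1-beta protein (50 nM final) preincubated 30 min at room temperature with biotinylated H3(1-18)K9me3 peptide (50 nM) in PBS pH 7.4, 0.01% Tween-20, then compound added for 30 min. AlphaScreen streptavidin donor/nickel chelate acceptor beads (10 ug/mL final), 30 min dark, luminescence read.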
# BAZ2B block: qHTS Assay for Inhibitors of BAZ2B; Potency, µM (top dose mostly 114 µM), inactives show top-dose activity change, negative = inhibition, most hits filed as inhibitors; Bromodomain adjacent to zinc finger domain protein 2B (Homo sapiens), Q9UIF8; AID 504333, 2011; actives 4.4% (n = 360,000); AlphaScreen BAZ2B-H3K14Ac peptide displacement; further: potency means the concentration at half of the fitted maximal effect; on the % scale 0 is the no-effect control and ±100 the full control effect; nearly all actives have a fitted effect of over 60% in size
#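 AlphaScreen displacement: compounds (up to 110uM) incubated 30 min at room temperature with a preformed 50 nM BAZ2B/50 nM biotinylated H3K14Ac peptide complex in PBS pH 7.4 with Tween-20. Donor and acceptor beads at 10 ug/mL final added, 20 min light-protected before reading.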
# JMJD2A Tudor inh: qHTS Assay for Inhibitors of JMJD2A-Tudor Domain. AlphaScreen JMJD2A-Tudor / H3K4me3 peptide binding. Potency, µM (top dose mostly 114 µM), inactives show at the top dose activity change, negative = inhibition, hits mostly inhibitors. actives 4.4% (n = 390,000); further: potency means the concentration at half of the fitted maximal effect; on the % scale 0 is the no-effect control and ±100 the full control effect; nearly all actives have a fitted effect of over 50% in size
# Target sequence (O75164 whole entry, looked up, the tested form may be a part): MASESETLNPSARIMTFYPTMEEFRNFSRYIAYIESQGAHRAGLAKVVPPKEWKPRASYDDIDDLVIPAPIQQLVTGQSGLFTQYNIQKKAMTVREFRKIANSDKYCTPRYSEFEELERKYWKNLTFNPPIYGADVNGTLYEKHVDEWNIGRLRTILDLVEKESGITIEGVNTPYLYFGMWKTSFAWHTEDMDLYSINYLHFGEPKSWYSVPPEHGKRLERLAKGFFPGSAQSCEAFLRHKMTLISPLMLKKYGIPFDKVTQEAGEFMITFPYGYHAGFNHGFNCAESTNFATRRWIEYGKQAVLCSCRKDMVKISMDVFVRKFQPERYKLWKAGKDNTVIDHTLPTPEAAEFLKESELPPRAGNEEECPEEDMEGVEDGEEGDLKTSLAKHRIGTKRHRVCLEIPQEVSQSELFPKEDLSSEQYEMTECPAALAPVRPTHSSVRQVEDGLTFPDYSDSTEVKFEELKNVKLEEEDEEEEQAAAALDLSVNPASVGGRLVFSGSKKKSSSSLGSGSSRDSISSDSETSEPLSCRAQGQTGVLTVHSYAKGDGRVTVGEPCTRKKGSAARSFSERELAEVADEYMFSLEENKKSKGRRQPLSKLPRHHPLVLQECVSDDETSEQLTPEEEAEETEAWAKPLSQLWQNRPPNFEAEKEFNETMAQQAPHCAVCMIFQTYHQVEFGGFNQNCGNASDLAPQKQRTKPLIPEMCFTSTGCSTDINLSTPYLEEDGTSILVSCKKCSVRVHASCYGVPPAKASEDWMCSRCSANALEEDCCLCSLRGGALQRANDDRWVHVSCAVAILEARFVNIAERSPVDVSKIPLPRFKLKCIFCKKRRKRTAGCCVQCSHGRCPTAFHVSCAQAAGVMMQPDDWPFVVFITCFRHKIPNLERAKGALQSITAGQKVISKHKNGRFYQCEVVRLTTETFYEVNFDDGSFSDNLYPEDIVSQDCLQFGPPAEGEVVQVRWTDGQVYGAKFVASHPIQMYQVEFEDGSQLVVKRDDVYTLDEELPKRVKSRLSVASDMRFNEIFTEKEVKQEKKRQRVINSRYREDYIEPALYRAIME
# G9a block: qHTS Assay for Inhibitors of Histone Lysine Methyltransferase G9a; AID 504332, 2011; actives 8.8% (n = 350,000); G9a H3K9 monomethylation, AlphaScreen, 2 h; Potency, µM (highest dose often 102 µM), for inactives: at the top dose activity, negative = inhibition, hits mostly inhibitors; Histone-lysine N-methyltransferase EHMT2 (Homo sapiens), Q96KQ7; further: potency means the concentration at half of the fitted maximal effect; on the % scale 0 is the no-effect control and ±100 the full control effect; nearly all actives have a fitted effect of over 75% in size
#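 Compounds were preincubated with 20 nM G9a for 15 min, after which biotinylated H3K9 peptide (500 nM) and SAM (20 uM) started a 2 h room-temperature reaction. Monomethylated product was quantified by antibody-based AlphaScreen chemiluminescence.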
# ERG Ets-DNA blk: qHTS for Small Molecule Inhibitors of the ERG Ets/DNA interaction; actives 0.028% (n = 370,000); Potency, µM (titrated, usually from 76.9 µM), for inactives: top-dose FP activity, negative = inhibition, usual class: inhibitors; Transcriptional regulator ERG (Homo sapiens), P11308; fluorescence polarization, His-ERG Ets domain / labelled DNA; active means well fitted inhibition curve with a large enough effect in the polarisation, with a control signal flat; inconclusive means small, poorly fitted or top-dose-only effect, or effect the other way, or a change in a side signal; inactive means no such curve, though single readings can be large or run the other way; the % refers to the polarisation;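 further: polarization taken with two DNA probes labelled with fluorescein and Texas red; potency means the concentration at half of the fitted maximal effect; % of control where 0% means no effect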
#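 His-tagged ERG Ets domain (1 uM in the protein solution; 300mM KCl, 50mM Tris-HCl, 1mM EDTA, 1mM DTT, pH 7.5) received compound, then a probe mix of 5 nM fluorescein-DNA and 100nM Texas-615-DNA. Fluorescence polarization was read for both dyes.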
# 12-LOX inh: Primary qHTS assay for inhibitors of human arachidonate 12S-lipoxygenase (ALOX12): Round 2; Polyunsaturated fatty acid lipoxygenase ALOX12 (Homo sapiens), P18054; purified 12hLO, xylenol orange hydroperoxide absorbance; Potency, µM (doses to about 108 µM), for inactives: at the highest dose activity change, negative = inhibition, most hits filed as inhibitors; actives 1.1% (n = 580,000); further: potency means the concentration at half of the fitted maximal effect; on the % scale 0 is the no-effect control and ±100 the full control effect
#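 Hydroperoxide product was detected by ferrous iron/xylenol orange as the 573 to 405 nm absorbance ratio. Arachidonic acid at 40 uM (final) was turned over for 30 min at room temperature by 150 nM human 12hLO, pH 7.0 Hepes buffer, after 15 min compound preincubation.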
# GLS inhibitor: qHTS for Inhibitors of Glutaminase (GLS). actives 0.21% (n = 410,000). AID 624170, 2012. Potency, µM (series often up to 45.5 µM), for the others: at the top dose activity change, negative = inhibition, actives largely listed as inhibitors. Glutaminase kidney isoform, mitochondrial (Homo sapiens), O94925. GLS enzymatic activity, qHTS titration; further: potency means the concentration at half of the fitted maximal effect; on the % scale 0 is the no-effect control and ±100 the full control effect
#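 Glutamate formation by hKGA was monitored fluorometrically using coupled glutamate oxidase, HRP and Amplex Red. Substrate was added as 1 mM L-glutamine solution; incubation was 30 min at RT after an initial read.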
# RGS4 inh: Inhibitors of Regulator of G Protein Signaling (RGS) 4: qHTS; Regulator of G-protein signaling 4 (Homo sapiens), P49798; Transcreener GDP fluorescence polarization, RGS4-accelerated GTP hydrolysis; Potency, µM (top dose mostly 114 µM), for the others: at the highest dose activity change, negative = inhibition, actives largely listed as inhibitors; actives 0.039% (n = 390,000); further: potency means the concentration at half of the fitted maximal effect; on the % scale 0 is the no-effect control and ±100 the full control effect; nearly all actives have a fitted effect of over 75% in size; some results filed as inactive show a strong effect at the top dose
#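 MLSMR compounds (23 nl, pin-transferred) preincubated 10 min at room temperature with a 500nM (2x) first reagent, then RGS4 at 900nM (2x) plus Transcreener GDP mix added; fluorescence polarization (620/688 nm) read before and after 90 min at 30 °C.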
# PI4K2A block: qHTS for small molecular inhibitors of PI4K2A; purified PI4K2A, ADP-Glo luminescence, 1 h; active compounds read low; activity change, negative = inhibition, % at 76.9 µM; actives 0.13% (n = 420,000); AID 1346378, 2018; in the data active means activity change below about -50%; inconclusive means mostly about -30% to -49%;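 further: -100% = wells without enzyme as full effect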
#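 Compounds are screened against recombinant PI4K2A using PI as substrate and ATP, the latter dispensed at 300 microM. Reactions run one hour at ambient temperature before ADP-Glo detection; full inhibition defined by wells lacking enzyme.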
# Numbers without * were called inactive; i = inactive; ? = inconclusive; · = not tested or not shown; & = joins results of further samples; [ ] = remark or other dose. Unless noted, the call rests on the fitted dose curve; in most records, active means well fitted curve in the direction sought with a large enough effect; inconclusive means small, poorly fitted or top-dose-only effect, or another doubt; inactive means no such curve, though single readings can be large; an effect the other way counts as inactive or inconclusive. Only part of the results is shown; the hit share may differ from the screen's.
compound	HP1b chromo inh	BAZ2B block	JMJD2A Tudor inh	G9a block	ERG Ets-DNA blk	12-LOX inh	GLS inhibitor	RGS4 inh	PI4K2A block
O=S(=O)(c1ccc(Cl)cc1)N1CCN=C1SCc1cccnc1	36%	3%	-3%	21%	0%	10%	-4%	6%	-3
O=c1[nH]c2ccccc2c2ccccc12	28%	-14%	-15%	16%[12.7 µM]	4%	-4%	0%	8%[56.9 µM]	0&-1
CCc1nc2ccc(C(=O)NCCc3ccco3)cc2nc1CC	53%[activator]	-25%[57.1 µM]	-21%	-28%	5%	·	-12%	-52%[56.9 µM]	-4
Cc1ccc(CSc2nnc(CC(=O)Nc3ccc(C)cc3)n2C)cc1	24%	-9%	-8%	10%[0.501 µM]	0%	?	1%	-9%	2
O=c1c2ccccc2nc(SCc2ccc(F)cc2Cl)n1CCCN1CCOCC1	2%	-22%	?	24%[12.7 µM]	-2%	-15%	-3%	10%	1
COc1ccc(C2=NN(C(=O)c3ccccc3C(=O)O)C(c3ccccc3O)C2)cc1 (configuration not stated)	28%	-25%	-13%	-9%[59 µM]	7%	-18%	-13%	8%	5
CCCCCC(=O)NC(CC(=O)OC)c1ccc2c(c1)OCO2 (configuration not stated)	27%	-2%	-12%	5%	1%	-9%	3%	-29%	2
Cc1cc(C)c2c(CN3CCN(Cc4ccc5c(c4)OCO5)CC3)cc(=O)oc2c1C	19%	3%	-8%	19%[59 µM]	-14%	0%	0%	9%	1
CCNc1nc(NCC)n2c(SCC(=O)Nc3cc(OC)ccc3OC)nnc2n1	2%	6%	-21%	9%[0.501 µM]	-4%	3%	5%	-6%	-1
COc1cc(/C=N/NC(=O)c2cccs2)ccc1O	76%[activator]	-4%	0%	·	10%	2%	-1%	-4%	-5
CN(CC(=O)Nc1ccc(F)cc1)C(=O)COC(=O)CSc1ccc(F)cc1	26%	8%	1%	21%[2.33 µM]	4%	-1%	-2%	-19%	1
Cc1cc(C)nc(N2CCN(c3nnnn3-c3ccccc3)CC2)n1	42%[activator]	-1%	-1%	-2%[12.7 µM]	?	0%	3%	-33%	15
Cc1nc2ccccn2c1/C(O)=C1\C(=O)C(=O)N(CCN2CCOCC2)C1c1cccnc1 (configuration not stated)	29%	-36%	?	5%[12.7 µM]	-1%	?	2%	-21%	1
Cc1nn(CC(=O)O)c(C)c1[N+](=O)[O-]	27%	3%	-12%	-6%	-4%	-11%	-27%	-4%	-6
COc1ccc(C(=O)c2nccc3cc(OC)c(OC)cc23)cc1OC	13%	-34%	-15%	-25%[2.33 µM]	2%	·	10%	8%	?

# Some entries already given, limited to ERG Ets-DNA blk, RGS4 inh and GLS inhibitor:
Compound,ERG Ets-DNA blk,RGS4 inh,GLS inhibitor
Cc1ccc(CSc2nnc(CC(=O)Nc3ccc(C)cc3)n2C)cc1,0%,-9%,1%
O=c1c2ccccc2nc(SCc2ccc(F)cc2Cl)n1CCCN1CCOCC1,-2%,10%,-3%

# Further structures:
compound	HP1b chromo inh	BAZ2B block	JMJD2A Tudor inh	G9a block	ERG Ets-DNA blk	12-LOX inh	GLS inhibitor	RGS4 inh	PI4K2A block
CC(=O)c1ccc2noc(-c3ccc(Cl)cc3)c2c1	36%	-13%	-14%	?	8%	?	8%	4%	4
CC(NC(=O)c1ccc(Cl)cc1)C(=O)N1CCCCC1 (configuration not stated)	19%	-3%	-18%	?	-8%	-7%	-6%	20%	6
CCOC(=O)C1=C(C)N(C)C(=O)NC1c1ccc(C)s1 (configuration not stated)	8%	13%	-5%	6%[12.7 µM]	-16%	26%	-1%	4%	8
Cc1ccc(/C=C/C(=O)OCC(=O)Nc2cccnc2Cl)cc1	26%	1%	-6%	5%[12.7 µM]	-5%	0%	-4%	1%	2
O=c1[nH]c(-c2ccccc2)nc(-c2ccccc2)c1Cl	40%[activator]	·	13%	·	2%	?	-1%	1%	4
COc1ccc(-c2noc(CCC(=O)Nc3ccc(C)c(C)c3)n2)cc1	15%	0%	3%	-7%	1%	7%	-1%	12%	-8
CC(C)CNC(=O)/C=C/C=C/CCCC/C=C/c1ccc2c(c1)OCO2	23%	8%	-13%	4%[2.33 µM]	-5%	7%	2%	-3%	-3
Cc1cc([N+](=O)[O-])nn1CCCC(=O)Nc1cc(Oc2ccc(F)cc2)cc([N+](=O)[O-])c1	-5%	-32%	-29%	?	-9%	0%	8%	-1%	0
COc1ccc(Cc2[nH]n3c(=O)c(Cl)c(C)nc3c2-c2ccccc2)cc1	40%[activator]	-3%	-6%	-24%	-13%	-13%	4%	2%	-5
Cc1noc(NS(=O)(=O)c2ccc(N/C=C\C(=O)c3ccncc3)cc2)c1C	28%	1%	6%	50µM*	0%	?	6%	-12%	3
Cc1ccc(C(=O)NC(=S)Nc2ccc(N3CCOCC3)cc2)c(C)c1	?	22µM*	?	·	-9%	7.9µM*	0%	-17%	5
Cc1ccc(CNC(=O)CSc2nc3ccsc3c(=O)n2NC(=O)c2ccccc2)cc1	35%	0%	11%	?	-18%	-5%	-16%	-7%	2
CCN1CCN(CC(=O)N2c3ccccc3Sc3ccccc32)CC1	22%	-6%	-4%	-24%	1%	?	-4%	7%	2
Nc1nnc(SCC(=O)N2CCN(c3cccc(Cl)c3)CC2)n1-c1ccccc1	-11%	·	-29%	·	0%	-12%	-3%	22%	-7
CCN(C(=O)c1cc2cc3ccc(C)cc3nc2o1)c1ccc(OC)cc1	7%	-11%	?	-14%[59 µM]	-8%	?	4%	0%	-1
O=C(Cc1nnc(NC(=O)c2ccccc2)s1)N/N=C\c1ccc(O)c(O)c1	-8%	?	-35%	-4%[0.501 µM]	6%	?	?	10%	-11
COc1ccc(NC(=O)C2CCOC(C)(C)C2)cc1 (configuration not stated)	2%	-2%	-15%	·	-3%	?	7%	15%	1
CC(C)c1c(C(=O)N/N=C/c2cccc3ccccc23)nnn1-c1nonc1N	13%	-25%	-9%	-8%	2%	-24%	-3%	13%	3
CCCCNc1c(-c2ccc(OC)c(Sc3ccc(OC)cc3)c2)nc2cnccn12	2%	·	?	·	7%	-4%	15%	-15%	2
COCCN1Cc2cccc(C(=O)Nc3c(C)cccc3C)c2C1=O	14%	5%	-1%	6%	-4%	-25%	17%	30%	11
CCOC(=O)C(=CNc1ccc(NC2=NCC(C)(C)S2)cc1)C(=O)OCC	36%[activator]	-18%	-4%	30%	6%	0%	6%	9%	3
Clc1ccc2[nH]c3c(c2c1)CCc1cn[nH]c1-3	?	?	79µM*	35µM*	-5%	-17%	24%	-7%	-11
Cc1ccc2c(=O)cc(C(=O)Nc3c(C(=O)Nc4cccc(Cl)c4)oc4ccccc34)oc2c1	16%	0%	-14%	13%[59 µM]	1%	-22%	1%	4%	1
CC1(C)Cc2c(c(N3CCOCC3)nc3snc(Br)c23)CO1	37%[activator]	-6%	?	?	-1%	0%	-9%	-34%	-7
COc1cc(OC)c(NC(=O)CSC2=Nc3ccccc3N=C(c3ccc(F)cc3)C2)cc1Cl	-7%[57 µM]	?	-32%	0%[59 µM]	-1%	-5%	5%	-5%	-1
O=Cc1ccc(-c2cccc([N+](=O)[O-])c2)o1	10%	-7%	-3%	·	-9%	-19%	-20%	-14%	1
O=C(COC(=O)c1ccc(Br)cc1)Nc1cccnc1Cl	39%	-1%	-4%	-1%[12.7 µM]	-16%	1%	0%	-19%	-1
CCc1ccc(OCC(=O)NC(C)C)cc1	45%[activator]	-22%	3%	-1%	11%	i	3%	21%	0
CCOC(=O)c1cn(CC(=O)Nc2ccc3c(c2)OCCO3)nn1	27%	-1%	-2%	8%[59 µM]	4%	0%	-4%	-15%	2
Cn1c(CCN2CCCC2)nc2cc(NS(=O)(=O)c3ccc(Cl)cc3)ccc21	22%	?	-29%	·	0%	0%	9%	-14%	-3
CC1(C)Cc2noc(N)c2C(C)(C)N1OC(=O)c1scc2c1OCCO2	43%[activator]	-6%	-10%[11.4 µM]	8%[59 µM]	-4%	0%	3%	12%[11.4 µM]	-7
O=[N+]([O-])c1ccc(CCn2ccnc2)cc1	33%	3%	-5%	17%[2.33 µM]	11%	0%	1%	15%	4
COc1cc(C)ccc1OCCn1c(-c2ccc(Cl)cc2)nc2ccccc2c1=O	38%	-12%	5%	-20%[59 µM]	-6%	-4%	-4%	-8%	1
CCc1nn2c(=O)cc(COC(=O)c3cccc(NC(=O)COc4ccccc4)c3)nc2s1	38%	-4%	-5%	20%[59 µM]	-5%	-12%	-7%	-25%	-10
